CRFBP-R2 block = blocks CRF-induced signaling of the CRF-BP/CRF-R2 complex. HEK293 CRF-R2/CRF-BP, CRF-induced calcium fluorescence. inhibition, % at 11.8 µM. 350,000 tested, 0.59% active;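 active = inhibition of the ligand-induced calcium signal above about 50% at the single tested concentration, limit read from the data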
CHRM4 PAM = potentiates acetylcholine response at human M4 receptor. AID 624126. CHO-K1 hM4/Gqi5, Fluo-8 calcium fluorescence, ACh EC20; 0% = ACh EC20, 100% = maximal ACh. P08173. 360,000 tested, 0.4% active. activation, % at 3 µM;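 active = activation above its plate's cutoff, the mean activation of sample wells plus 3 SD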; note: some results filed as inactive read as strong as hits
Target sequence (P08173 whole entry, looked up): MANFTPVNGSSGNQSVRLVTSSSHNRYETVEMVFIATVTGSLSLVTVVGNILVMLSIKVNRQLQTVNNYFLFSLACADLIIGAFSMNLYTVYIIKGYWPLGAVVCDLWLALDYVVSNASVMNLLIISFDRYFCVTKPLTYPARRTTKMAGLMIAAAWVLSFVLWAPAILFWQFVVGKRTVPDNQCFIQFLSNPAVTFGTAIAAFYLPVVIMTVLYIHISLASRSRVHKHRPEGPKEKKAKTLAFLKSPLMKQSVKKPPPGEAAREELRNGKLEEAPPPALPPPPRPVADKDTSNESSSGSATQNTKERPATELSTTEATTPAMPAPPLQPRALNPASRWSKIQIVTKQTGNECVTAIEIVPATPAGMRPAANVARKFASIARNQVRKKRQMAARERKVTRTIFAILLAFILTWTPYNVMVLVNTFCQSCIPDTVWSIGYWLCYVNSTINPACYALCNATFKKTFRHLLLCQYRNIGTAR
CHRM5 PAM = potentiates acetylcholine response at human M5 receptor; P08912; CHO-K1 hM5, Fluo-8 calcium, ACh EC20 PAM; 0% = ACh EC20, 100% = ACh EC100; activation, % at 3 µM; 360,000 tested, 0.3% active; AID 624038;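 active = activation above the run cutoff, the mean activation of all test compounds plus 3 SD, cut at about 18% in these data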
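System – CHO-K1 hM5 cells · Compound – 3 µM, single dose · Incubation – compound preincubation 140 s before EC20 acetylcholine addition · Technique – Fluo-8 calcium fluorescence · Measure – Max/basal fluorescence ratio as % of EC20–EC100 ACh window · Benchmarks – low control EC20 acetylcholine (0%), high control EC100 acetylcholine (100%) · Replication – singlicate, one well per test compound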
IDE cell inh = inhibitors of human insulin-degrading enzyme in cells | HEK cells, FAbetaB cleavage, fluorescence polarization | inhibition, % at 5.59 µM | 320,000 tested, 0.41% active | AID 434962;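 active = percent inhibition above the average of all tested compounds plus 3 SD, set per screening campaign, cut at about 16% in these data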;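 note: IDE supplied by intact live HEK cells; FP after avidin binding of uncleaved biotin substrate so inhibition keeps polarization high; 0% = DMSO wells and 100% = 60 µM reference IDE inhibitor Ii1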
CHRM5 agonist = CHRM5 agonism in calcium assay. AID 624037. activation, % at 3 µM. CHO-K1 hM5 cells, Fluo-8 calcium fluorescence; 0% DMSO wells, 100% maximal acetylcholine response. 360,000 tested, 0.19% active. P08912;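 active = activation above the run's mean over test compounds plus 3 SD, cut at about 23% in these data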;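 note: signal is peak over basal fluorescence ratio across the kinetic read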
CRFR2-BP ag = agonists of human CRF-binding protein/CRF-R2 receptor complex; activation, % at 13.2 µM; 350,000 tested, 0.46% active; HEK293 CRF-R2/CRF-BP, calcium dye fluorescence (FLIPR); percent of saturating CRF peptide response;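 active = activation of at least 50%, plus an integration ratio under a set limit after plate pattern correction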;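 note: plate controls were neutral control wells without compound for no effect and CRF at EC100 for full effect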
M4 antag = blocks acetylcholine activation of human M4 receptor. inhibition, % at 3 µM. AID 624125. CHO-hM4 cells, ACh EC80, Fluo-8 calcium fluorescence. 360,000 tested, 0.73% active. P08173;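 active = inhibition above its plate's cutoff, the mean inhibition of sample wells plus 3 SD, cut at about 27% in these data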;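 note: 0% = acetylcholine EC80 with DMSO and 100% = DMSO without agonist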
M5 antag = antagonists of human muscarinic M5 receptor (CHRM5); P08912; CHO-hM5 cells, Fluo-8 calcium fluorescence, ACh EC80; inhibition, % at 3 µM; 360,000 tested, 0.59% active;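 active = inhibition above a per-plate cutoff, the mean of that plate's test compounds plus 3 SD, cut at about 27% in these data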;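 note: 0% = acetylcholine EC80 with DMSO and 100% = DMSO without agonist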
CHRM4 agonist = CHRM4 agonism in calcium assay | CHO-K1 hM4/Gqi5, Fluo-8 calcium fluorescence; vehicle 0%, full acetylcholine response 100% | P08173 | activation, % at 3 µM | 360,000 tested, 0.14% active;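 active = activation above the run mean over all test wells plus 3 SD, cut at about 32% in these data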;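 note: peak over basal fluorescence ratio per well then scaled between controls; 0% = DMSO wells and 100% = acetylcholine at EC100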
Active calls of the source: *; x = not tested or not shown; & = joins results of further samples.

SMILES	CHRM5 PAM	CHRM4 agonist	CHRM5 agonist	CRFBP-R2 block	CRFR2-BP ag	M5 antag	CHRM4 PAM	M4 antag	IDE cell inh
COc1ccccc1NS(=O)(=O)c1cccc(NC(=O)C2CC2)c1	-8.7	4.4	7.0	-4.8	0.5	8.2	1.3	7.7	-4.8
O=C(CCC1CCCCC1)NCCN1C2=NC[C@H](Cc3ccccc3)N2C[C@H]1Cc1ccc(O)cc1	1.6	-0.7	-11.8	14.5	1.1	10.6	-1.8	1.7	0.5
O=C(Nc1cccc(C(F)(F)F)c1)c1cc(-c2ccc(F)cc2)on1	-12.0	0.8	-3.5	0.9	0.6	2.0	-8.2	-6.6	0.7
O=C(NCc1ccccc1)c1ccc(NC2=NC3CS(=O)(=O)CC3S2)cc1 (configuration not stated)	0.5	0.8	-1.4	-2.9	-1.0	2.4	-0.4	2.0	4.3
COc1ccccc1NC(=O)c1ccc(-c2nn(C)c(=O)c3ccccc23)cc1	-7.4	7.2	7.2	-2.8	-1.2	7.3	3.6	-9.2	1.0
NS(=O)(=O)c1cccc(NC(=O)COC(=O)Cn2cc(C(F)(F)F)ccc2=O)c1	7.3	0.3	1.1	8.5	-0.9	2.0	7.0	-4.3	-1.4
CC(C)OCCCNC(=O)c1cc2c(=O)n(C)c3ccccc3c2n1C	-1.9	5.3	1.1	21.8	-0.4	-0.2	6.3	-20.1	1.5
CCC1(C)Cc2ccccc2-c2nc3n(c(=O)c21)CC(C(=O)O)S3 (configuration not stated)	-10.0	0.5	-2.3	-3.6	-0.5	9.0	-1.8	-5.5	0.9
O=c1[nH]c(CN2CCOCC2)nc2cc(Cl)ccc12	6.1	1.1	0.6	-4.6	-1.0	-8.2	3.0	7.8	1.3
O=C(CSc1nncn1-c1ccccn1)Nc1cccc(Cl)c1	-8.2	6.3	0.2	8.6	-0.3	2.3	-3.6	-5.8	1.5
Cc1nn(C)c2nc(-c3cccs3)cc(C(F)(F)F)c12	-7.2	-0.1	0.2	-71.2	3.2	15.4	-7.2	6.5	0.8
COc1ccc(OCc2nn3c(-c4ccco4)nnc3s2)cc1	-6.5	3.6	2.5	-16.7	-3.0	-1.7	-0.7	-10.4	2.8
Cc1nc2cc(OCc3cc(C(=O)NC(C)c4cnn(C)c4)no3)ccc2s1 (configuration not stated)	3.8	9.1	1.6	0.9	0.2	-17.5	1.4	-6.0	-7.9
COC(=O)N/N=C\c1c(C)[nH]n(-c2ccccc2)c1=O	4.7	1.7	-3.9	7.8	8.2	2.4	4.3	0.5	-1.3
CCOC(=O)c1cnc2ccc(OC)cc2c1Nc1ccc(N2CCN(C)CC2)cc1	-3.9	0.0	-7.0	-15.6	0.4	9.6	-3.5	4.9	x
CCOC(=O)C1=C(CC)Nc2ccccc2N=C1NC(=O)CCN1C(=O)C2CCCCC2C1=O (configuration not stated)	-6.8	14.6	3.0	-6.0	0.0	17.5	-4.0	-15.0	-2.5
Cc1cc(Oc2ccc(-c3ccccc3)cc2)nc(N2CCOCC2)n1	-1.3	0.2	3.1	17.4	2.6	4.9	-1.0	12.3	6.6
COCCn1c(C)cc(C(=O)CN2c3cccc4cccc(c34)S2(=O)=O)c1C	-6.1	3.2	3.1	5.8	-2.4	11.9	2.5	-7.2	2.5
O=C(C1CCCCC1)N1C[C@@H](O)[C@H](n2cc(C3CC3)nn2)C[C@@H]1c1ccc(Cl)cc1	2.4	2.6	1.1	-10.0	-0.4	-4.7	-0.1	-15.7	x
O=S(=O)(c1ccc(Br)s1)N1CCN(c2ccc(F)cc2)CC1	-5.6	0.8	-2.4	0.5	0.4	12.2	-11.8	18.7	2.5
O=C(O)C1C=CCC(C(=O)O)C1 (configuration not stated)	-1.7	0.2	0.5	-1.2	-1.1	1.4	5.3	2.2	x
COc1ccc(CCC(C)N(C)Cc2ccccc2)cc1 (configuration not stated)	1.3	4.7	0.2	4.3	3.1	10.8	4.1	-0.8	4.2
O=C1CCC([N+](=O)[O-])C(C2CC=CCC2)N1 (configuration not stated)	13.4	0.4	2.7	-4.8	-0.3	-4.4	5.9	1.3	-1.6
Cn1c(CNC(=O)c2ccc(Cl)cc2)nnc1SCC(=O)N1CCOCC1	-1.9	0.9	-1.0	7.7	2.1	8.1	-0.6	9.2	-2.2
O=C(N/N=C\c1ccc(F)cc1)c1ccc(F)cc1	1.2	0.5	-0.7	-1.4	-0.9	9.3	-2.0	3.8	-0.4
O=C(Nc1cc(Cl)ccc1N1CCOCC1)C1CC1	16.4	-0.4	3.6	5.2	-0.2	2.3	17.4	7.0	-0.3
COc1ccccc1N1CCN(C2CCCN(Cc3cc(F)cc(F)c3)C2)CC1 (configuration not stated)	1.6	0.7	-5.3	-5.0	-1.1	-0.2	-9.5	-3.8	3.8
CN(Cc1ccccc1)C(=O)Cn1nnc(-c2ccccc2)c1COc1ccccc1	-2.3	10.4	0.7	x	x	4.2	-2.0	-0.8	x
CC(=O)C1=C(c2ccccc2)NC(=O)NC1c1ccccc1OCC(=O)NCc1ccccc1 (configuration not stated)	-5.9	1.9	-0.5	-34.0	-2.1	13.2	0.1	6.0	-1.7
COc1ccc(-c2csc3ncnc(N4CCN(S(=O)(=O)c5ccccc5C#N)CC4)c23)cc1	-5.1	3.9	-3.6	-20.2	2.4	15.6	-8.4	2.5	0.3
CC(C)CC(=O)Nc1ccccc1N1CCN(C(=O)c2ccccc2)CC1	0.2	-1.3	-3.5	6.2	0.2	12.7	1.6	-6.4	2.3
COc1cc(NC(=S)N2CCN(C(=O)C3CCCO3)CC2)c(OC)cc1Cl (configuration not stated)	2.8	0.2	-4.1	-2.1	-1.0	-1.9	-0.3	-2.6	-2.2
CCn1cc(C(=O)NCCCN2CC(C)CC(C)C2)c2cc(OC)c(OC)cc2c1=O (configuration not stated)	8.9	0.6	-4.6	2.1	1.5	0.8	3.5	2.8	2.0
N#Cc1c(-c2ccc(Cl)cc2)c(-c2ccc(Cl)cc2)nn(CCOC(=O)CCC(=O)O)c1=O	-6.1	-0.1	1.9	-17.5	0.0	13.5	-0.7	-0.6	x
COc1ccccc1N(CC(=O)NC(C)C)S(=O)(=O)c1cccs1	-2.0	1.1	-0.5	11.8	0.4	0.7	4.1	5.9	0.6
Cc1ccc(C(=O)N/C(=C\c2cn(S(=O)(=O)N(C)C)c3ccccc23)C(=O)NCCCn2ccnc2)cc1	-0.4	-0.1	-6.5	-25.6	1.8	7.9	5.8	1.8	2.5
CCN1CCCC1CN(Cc1cc2ccc(C)cc2[nH]c1=O)C(=S)Nc1ccccc1C(=O)OC (configuration not stated)	0.6	0.5	-2.0	-18.0	-2.6	-0.4	-12.4	9.0	0.9
CNS(=O)(=O)c1cccc(C(=O)OCC(=O)Nc2ccccc2OC(F)F)c1	-17.6	2.4	-2.4	-8.5	0.6	-3.0	-5.2	-2.7	-1.2
CN(CC(=O)Nc1ccc(F)cc1)C(=O)c1cc(-c2ccco2)nc2ccccc12	-2.5	8.5	0.0	-10.4	-0.1	6.4	0.1	-3.7	5.6
Cc1ccc(S(=O)(=O)NCCc2nnc3ccc(N4CCOCC4)nn23)cc1	9.9	1.7	-1.4	-14.1	0.9	-12.3	2.5	-17.5	x
Cc1ccc(-c2cn(-c3ccccc3)c3[n+]2CCCS3)cc1	0.1&-2.3	0.8&0.3	-11.2&-9.1	11.3&-14.0	-0.7&0.4	6.6&2.7	-3.9&-11.2	7.1&15.9	1.0&-0.6
COc1ccc(/C=C2\SC(=S)N(CCCC(=O)Nc3cccc(C(=O)O)c3)C2=O)cc1OC	-3.8	0.1	-4.2	-13.7	1.7	11.9	1.1	3.1	-0.4
CCOC(=O)C1=NN(C(=O)COc2ccccc2)C(O)(c2ccc(Cl)cc2)C1 (configuration not stated)	1.4	0.2	-0.5	-20.1	-0.4	3.0	-5.3	-7.7	-3.4
Cc1ccc(C)c(S(=O)(=O)N2CCN(Cc3ccc(O)c4ncccc34)CC2)c1	-7.2	3.8	-2.4	-13.2	1.0	1.1	3.1	-6.2	6.6
CCCCCCSc1nnc(-c2cnn(-c3ccccc3)c2-n2cccc2)n1C	2.2	3.1	-2.8	15.6	6.4	-0.2	-6.6	-3.9	-0.1
Cc1ccc(C(=O)CCS(=O)(=O)c2ccc(Br)cc2)cc1	-4.8	1.0	-0.9	8.0	0.2	5.4	-3.2	1.8	7.0
CC(NC(=O)CSc1nc2ccc(N)cc2s1)c1ccccc1 (configuration not stated)	-6.6	1.6	-1.7	14.0	-0.9	1.1	-9.5	0.2	3.7
O=C1CCCCN1CCCC(=O)N1CCCC(Nc2ccccc2)C1 (configuration not stated)	27.3*	0.5	8.4	-14.2	-0.1	2.9	4.6	3.0	6.2
CNc1cncc(-c2ccc(OC)cc2OC)n1	-4.9	0.1	0.9	x	x	4.0	2.9	1.6	x
CC1CCN(S(=O)C23CC4CC(CC(C4)C2)C3)CC1 (configuration not stated)	-0.4	0.2	-2.6	-7.4	0.5	-7.7	2.3	-7.8	0.2

Three of the entries above in order of their number in M4 antag, largest number first.
SMILES	CHRM5 PAM	CHRM4 agonist	CHRM5 agonist	CRFBP-R2 block	CRFR2-BP ag	M5 antag	CHRM4 PAM	M4 antag	IDE cell inh
Cc1ccc(C(=O)CCS(=O)(=O)c2ccc(Br)cc2)cc1	-4.8	1.0	-0.9	8.0	0.2	5.4	-3.2	1.8	7.0
Cc1ccc(C)c(S(=O)(=O)N2CCN(Cc3ccc(O)c4ncccc34)CC2)c1	-7.2	3.8	-2.4	-13.2	1.0	1.1	3.1	-6.2	6.6
Cc1ccc(S(=O)(=O)NCCc2nnc3ccc(N4CCOCC4)nn23)cc1	9.9	1.7	-1.4	-14.1	0.9	-12.3	2.5	-17.5	x
